From PubChem BioAssay
KRASV12 cytotoxicity: cytotoxicity in KRAS-transformed pancreatic duct cells, primary screen, cell-based, fluorescence, HTS (AID 431); HPDE-C7K KRASV12 cells, Alamar Blue viability, 48 h; higher % means a stronger effect; cytotoxicity, % at 10 µM; hits with a dose series show EC50 in µM; 63,000 compounds, 1.7% hits;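 active means compounds whose percent cytotoxicity in the single-dose primary screen, scaled between solvent and toxic-drug controls, exceeds 50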;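 further: 0% = DMSO solvent wells and 100% = doxorubicin-treated wells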
HT1080 viability: HT1080 cell viability loss – fluorescence readout (AID 620); 87,000 compounds, 0.42% hits; cytotoxicity, % at 10 µM, or EC50 in µM where a hit was titrated; HT1080 viability, fluorescence; higher % means a stronger effect;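 further: cells exposed to compound overnight then 4 h with Alamar Blue; 0% = vehicle DMSO and 100% = killing control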
Spn MK inh: S. pneumoniae mevalonate kinase inhibition. purified MK, PK/LDH-coupled NADH absorbance 340 nm. inhibition, % at 10 µM. 65,000 compounds, 0.48% hits. AID 555;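 active means ranked among the strongest by inhibition in the single 10 µM screen, a fixed top-ranked set picked for dose follow-up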; further: no value below 0 was filed
PMK inhibit: S. pneumoniae PMK inhibition | purified PMK, PK/LDH-coupled NADH absorbance 340 nm | inhibition, % at 10 µM | 65,000 compounds, 0.49% hits | AID 539;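 active means top-ranked compounds by inhibition in the single 10 µM screen, taking a fixed number of the strongest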;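 further: 0% = full reaction with DMSO carrier and 100% = background rate without enzyme reaction; no value below 0 was filed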
TNAP inhibition: human TNAP enzyme inhibitors, biochemical, luminescent (AID 518). purified TNAP enzyme, luminescent substrate readout; higher % means a stronger effect. inhibition, % at 20 µM, or IC50 in µM where a hit was titrated. 64,000 compounds, 0.09% hits; in the data active means a potency from the dose series; inactive means the rest, 99 in 100 with inhibition below about 22%;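 further: plate controls were vehicle for no effect and reference inhibitor for full effect; many of its hits are not listed in these tables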
LYP inhibition: LYP phosphatase inhibitors, primary screen, biochemical, DiFMUP fluorescence, recombinant catalytic domain, 10 µM (AID 606); recombinant LYP catalytic domain, DiFMUP fluorescence; higher % means a stronger effect; 52,000 tested, under 10 active; one-dose inhibition, % at 10 µM; IC50 in µM for titrated hits;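 active means IC50 under 40 µM in the dose-response test; inactive means IC50 of 40 µM or more, or never dose-tested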
HPDE-C7 cytotoxicity: cytotoxicity in HPDE-C7 cells, cell-based, fluorescence, HTS (AID 430). HPDE-C7 pancreatic duct cells viability, fluorescence; higher % means a stronger effect. 63,000 compounds, 1.8% hits. cytotoxicity, % at 10 µM, or EC50 in µM where a hit was titrated;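 further: cells exposed to compound for 48 hours before viability readout; 0% = vehicle and 100% = reference cytotoxic drug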
Spn DPM-DC inh: S. pneumoniae DPM-DC inhibition | purified DPM-DC, PK/LDH coupled NADH fluorescence | calls only at 10 µM | 65,000 compounds, 0.49% hits;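 active means the 320 compounds with the highest percent inhibition in the single-dose primary screen, excluding strongly autofluorescent ones, cut at about 32% in these data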;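 further: kinetic rate of NADH fluorescence loss reporting ADP formed by the decarboxylase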
Bfl-1 inhibitors: displacement of Bid BH3 peptide from Bfl-1 – biochemical, fluorescence polarization, FITC-Bid, mouse, primary screen (AID 432) | FITC-Bid BH3 peptide fluorescence polarization displacement; higher % means a stronger effect | displacement, % at 20 µM, or IC50 in µM where a hit was titrated | 64,000 compounds, 0.02% hits; in the data active means a potency from the dose series; inactive means the rest, 99 in 100 with displacement below about 15%; further: strong numbers were not always called active
PMK inhibit pilot replicates: further read-out of PMK inhibit, marked with its call; inhibition, %; measured here: pilot screen replicates
Spn MK inh pilot replicates: recorded beside Spn MK inh, whose call it bears; inhibition, %; measured here: pilot screen replicates
Spn DPM-DC inh pilot screen %: further read-out of Spn DPM-DC inh, marked with its call; inhibition, %; measured here: pilot screen trials
Starred values were filed as active, the others as inactive; i = inactive; . = no result given. Unless noted, no stated cut-off is given here; in the data, active means cytotoxicity above about 50%; inactive means the rest.

SMILES	KRASV12 cytotoxicity	HT1080 viability	Spn MK inh	PMK inhibit	TNAP inhibition	LYP inhibition	HPDE-C7 cytotoxicity	Spn DPM-DC inh	Bfl-1 inhibitors	others
Cc1c(NC(=O)C(C)OC(=O)C(NC(=O)c2ccco2)C(C)C)c(=O)n(-c2ccccc2)n1C (stereo not given)	-1%	0%	0	11	15%	-4%	-1%	i	-2%	PMK inhibit pilot replicates=1.5;Spn MK inh pilot replicates=0.0;Spn DPM-DC inh pilot screen %=0.0
CCOc1ccc(C(=O)OCc2nnc(-c3cccs3)o2)cc1OC	-17%	7%	0	16	2%	10%	-22%	i	-1%	PMK inhibit pilot replicates=3.5;Spn MK inh pilot replicates=2.5;Spn DPM-DC inh pilot screen %=1.0
CC(C)(C)NC(=O)C(c1ccncc1)N(Cc1cccs1)C(=O)Cn1nnc(-c2cccs2)n1 (stereo not given)	-5%	3%	6	0	7%	6%	-12%	i	-4%
CCN(CC)CCCCCOc1ccccc1OC	-18%	8%	6	0	-1%	.	-7%	i	3%
Cc1nn(C)c(C)c1CNC(=O)c1cnn2c1NC(c1ccccc1)CC2C(F)(F)F (stereo not given)	0%	9%	7	7	4%	.	2%	i	2%
CS(=O)(=O)N(CC(=O)N1CCCCCC1)c1ccc(Br)cc1	-27%	5%	0	9	6%	-1%	-34%	i	2%	PMK inhibit pilot replicates=0.5;Spn MK inh pilot replicates=0.0;Spn DPM-DC inh pilot screen %=0.0
CCOC(=O)N1CCN(C(=O)c2cnc(Nc3ccccc3OC)c3ccccc23)CC1	3%	5%	9	0	4%	17%	4%	i	-5%
COC(=O)c1cnc2c(C(F)(F)F)cccc2c1OC	3%	-11%	12	10	10%	6%	-9%	i	-3%	PMK inhibit pilot replicates=2.0;Spn MK inh pilot replicates=3.0;Spn DPM-DC inh pilot screen %=6.5
CC(C)(C)NC(=O)CSc1nc(O)cc(=O)n1-c1ccccc1F	3%	4%	8	0	3%	-3%	-9%	i	-6%
O=C(NC1CCCCC1)N(Cc1nc2ccccc2c(=O)[nH]1)C1CCCC1	-33%	1%	7	13	8%	.	-31%	i	10%
CC(C)C(=O)Nc1nnc(Cc2ccccc2)s1	-3%	11%	0	8	8%	4%	0%	i	-1%
CCOC(=O)C1CCN(CC(=O)c2c(C)[nH]c3cc(C)ccc23)CC1	27%	-1%	10	0	9%	.	12%	i	-4%
CCOc1ccc(NC(=O)c2ccncc2)cc1	-5%	-1%	3	0	13%	8%	-6%	i	-4%	PMK inhibit pilot replicates=4.5;Spn MK inh pilot replicates=7.0;Spn DPM-DC inh pilot screen %=0.5
CCOC(=O)N1CCC(Nc2ncnc3c2cnn3-c2ccccc2)CC1	4%	0%	8	0	20%	10%	0%	i	6%
NC(=O)c1ccsc1NC(=O)c1cccs1	3%	6%	3	15	9%	4%	-12%	i	-3%
CCOC(=O)c1ccc(CNC(=O)CCC(=O)O)cc1	-3%	.	5	0	7%	.	-8%	i	3%
Cc1ccc2cc(CN(CCN3CCCC3)C(=O)Nc3ccccc3)c(=O)[nH]c2c1C	-8%	-10%	0	6	16%	.	-1%	i	-2%
O=C(CCNc1ccccc1)c1ccc2c(c1)OCO2	.	-6%	7	10	17%	9%	.	i	-5%
Cc1nc2ncccn2c1-c1csc(NCc2ccco2)n1	-8%	2%	0	0	6%	16%	2%	i	-6%
O=S(=O)(c1ccc(Cl)c(Cl)c1)N1CCc2nc3ccccc3n2CC1	.	.	5	7	-1%	-1%	0.49µM*	i	-4%
O=C(CSc1nc(-c2ccco2)cc(C(F)(F)F)n1)Nc1cccnc1	-1%	-6%	10	0	18%	.	6%	i	-2%
COc1ccc(OC)c2c1sc(=NC(=O)c1ccco1)n2C	-2%	-9%	4	1	5%	-4%	-2%	i	-6%
Cc1ccc(Nc2cc(C)nc3ncnn23)c(Cl)c1	3%	-1%	9	2	15%	12%	3%	i	-2%	PMK inhibit pilot replicates=0.0;Spn MK inh pilot replicates=0.0;Spn DPM-DC inh pilot screen %=0.0
Cc1ccc(-c2ccc(SCC(=O)Nc3nonc3C)nn2)cc1	-12%	2%	0	13	8%	9%	-18%	i	8%	PMK inhibit pilot replicates=1.5;Spn MK inh pilot replicates=0.0;Spn DPM-DC inh pilot screen %=6.0
CCOC(=O)C1CCCN(c2c(N3CCC(N4CCCCC4)CC3)c(=O)c2=O)C1 (stereo not given)	-1%	0%	3	10	4%	3%	9%	i	-1%
CCC(=O)N1CCN(c2ccccc2NC(=O)Cc2ccc(Cl)cc2)CC1	8%	-4%	10	8	6%	0%	3%	i	-2%
O=C(NCc1ccc2c(c1)OCO2)c1ccc(S(=O)(=O)NCC2CCCO2)cc1 (stereo not given)	-4%	2%	4	9	6%	7%	-15%	i	-3%
Cn1cc(C(=O)NC2CCCCCC2)c(=O)c2cc(S(=O)(=O)N3CCCC3)ccc21	-1%	0%	5	14	8%	.	-3%	i	2%
CCCCOC(=O)Nc1ccc(OC)cc1S(=O)(=O)N1CCOCC1	3%	-5%	6	12	11%	16%	5%	i	10%
Cc1ccccc1-n1c(=O)c2ccccc2n2nnnc12	5%	4%	0	20	18%	4%	-9%	i	2%	PMK inhibit pilot replicates=2.5;Spn MK inh pilot replicates=0.0;Spn DPM-DC inh pilot screen %=0.0
Nc1nc(SCc2ccccc2)ns1	-7%	1%	3	0	14%	11%	-2%	i	-9%
COCCCNC(=O)CN1C(=O)c2ccccc2C1=O	4%	-7%	10	0	5%	.	-1%	i	-1%
CCc1c(C)nc2ncnn2c1N1CCCC(C(=O)NCc2ccc3c(c2)OCO3)C1 (stereo not given)	-27%	3%	3	5	10%	24%	-22%	i	4%
O=C(CCCCCn1c(=S)[nH]c2cc3c(cc2c1=O)OCO3)N1CCN(C2CCCCC2)CC1	2%	0%	8	12	4%	7%	6%	i	0%
Cc1cccc(NC2=NC3(CCCCC3)N=C(N)N2)c1	.	28%	1	18	.	12%	.	i	.
CCOc1ccc(Cn2c(O)cc(=O)[nH]c2=O)cc1	-16%	-5%	0	9	6%	8%	1%	i	4%
C=CCOC(=O)C1=C(C)NC(SCC(=O)N(CC)CC)=C(C#N)C1c1ccccc1 (stereo not given)	25%	-8%	4	7	4%	-1%	19%	i	-6%
Cc1csc2nc(CNC(=O)CCC(=O)O)cn12	-10%	1%	6	6	5%	-2%	-11%	i	0%
CN=C1SC(CC(=O)Nc2cccc(C(F)(F)F)c2)C(=O)N1C (stereo not given)	5%	5%	0	0	6%	13%	6%	i	1%
COc1cc2cc(C(c3nnnn3C3CCCC3)N3CCc4ccccc43)c(=O)[nH]c2cc1OC (stereo not given)	10%	-12%	7	7	3%	6%	-5%	i	-4%
COc1cccc(OCC(=O)N(Cc2nc(-c3ccc(Cl)cc3)no2)C(C)C)c1	6%	-9%	5	0	7%	4%	-13%	i	-5%
N#Cc1ccc2ccn(CC(=O)NC3CCCCCC3)c2c1	-12%	20%	0	9	0%	6%	6%	i	0%
CC(C)(C)NC(=O)NC(=O)COC(=O)c1ccco1	-1%	6%	11	0	4%	.	-7%	i	2%
C(#Cc1ccc(C#CCN2CCOCC2)cc1)CN1CCOCC1	-20%	14%	0	9	2%	7%	-11%	i	0%
Cc1cccc(OCC(=O)N2CCN(C(=O)c3cccs3)CC2)c1	7%	4%	17	0	2%	.	4%	i	-2%

Reprinted from the listing for reference:
SMILES	KRASV12 cytotoxicity	HT1080 viability	Spn MK inh	PMK inhibit	TNAP inhibition	LYP inhibition	HPDE-C7 cytotoxicity	Spn DPM-DC inh	Bfl-1 inhibitors	others
Nc1nc(SCc2ccccc2)ns1	-7%	1%	3	0	14%	11%	-2%	i	-9%
COCCCNC(=O)CN1C(=O)c2ccccc2C1=O	4%	-7%	10	0	5%	.	-1%	i	-1%
CCc1c(C)nc2ncnn2c1N1CCCC(C(=O)NCc2ccc3c(c2)OCO3)C1 (stereo not given)	-27%	3%	3	5	10%	24%	-22%	i	4%
O=C(CCCCCn1c(=S)[nH]c2cc3c(cc2c1=O)OCO3)N1CCN(C2CCCCC2)CC1	2%	0%	8	12	4%	7%	6%	i	0%
Cc1cccc(NC2=NC3(CCCCC3)N=C(N)N2)c1	.	28%	1	18	.	12%	.	i	.

(listing goes on)
SMILES	KRASV12 cytotoxicity	HT1080 viability	Spn MK inh	PMK inhibit	TNAP inhibition	LYP inhibition	HPDE-C7 cytotoxicity	Spn DPM-DC inh	Bfl-1 inhibitors	others
CCC(C)SCc1nc2ccccc2[nH]1 (stereo not given)	7%	-1%	10	5	7%	8%	-5%	i	-11%
CCOC(=O)Nc1cccc(OCC(=O)Nc2ccccc2OC)c1	7%	4%	2	0	18%	-11%	-1%	i	1%
Cc1cc(NC(=O)c2cc(-c3ccco3)on2)no1	8%	1%	10	8	6%	20%	0%	i	-7%
COC(=O)c1ccc(=O)n(Cc2ccco2)c1	8%	-7%	0	10	2%	.	2%	i	-2%
Cc1cc2n(n1)C(c1ccccc1Cl)Nc1ccccc1-2 (stereo not given)	19%	-2%	0	5	9%	.	10%	i	-4%
CCOCCCN(C(=O)CNC(=O)c1ccco1)C(C(=O)NC1CCCC1)c1ccccc1C (stereo not given)	0%	-2%	0	6	5%	9%	-6%	i	-10%
CS(=O)(=O)N(CC(=O)NC1CC2CCC1C2)c1cccc(C(F)(F)F)c1 (stereo not given)	-2%	-3%	0	0	6%	12%	0%	i	-6%
Nc1ccc(CCS(N)(=O)=O)cc1	12%	5%	0	12	10%	13%	-5%	i	-4%
CCCCN(C)S(=O)(=O)c1ccc(C(=O)Nc2nnc(-c3cccs3)o2)cc1	32%	1%	0	6	6%	7%	60%*	i	-3%
CCCCNC(=O)NS(=O)(=O)c1ccc(C)cc1	5%	-3%	10	2	16%	-8%	0%	i	5%	PMK inhibit pilot replicates=0.0;Spn MK inh pilot replicates=0.0;Spn DPM-DC inh pilot screen %=2.0
CC1CCC2(CC1)NC(=O)c1ccccc1O2 (stereo not given)	-16%	-2%	10	23	7%	-1%	-6%	i	0%
COc1ccc(N(CC(=O)N2CCN(c3ccccc3)CC2)S(=O)(=O)c2c(C)noc2C)cc1	-8%	2%	1	1	6%	1%	-10%	i	-7%
Cc1ccccc1Cn1c(C(C)O)nc2ccccc21 (stereo not given)	-2%	4%	0	10	3%	.	-12%	i	0%
Cc1ccc(CC2CC(=O)N(c3ccc(Cl)cn3)C2=O)cc1 (stereo not given)	11%	10%	9	10	11%	-1%	18%	i	-7%
COc1ccccc1NC(=O)CN1CCN(CC(=O)Nc2ccc(F)cc2)CC1	11%	2%	0	10	9%	0%	2%	i	-1%
COCCCN(C(=O)c1cccnc1SC)c1c(N)n(Cc2ccccc2)c(=O)[nH]c1=O	-1%	-1%	12	16	4%	2%	-2%	i	-7%
CCCCN(CC)CCNC(=O)C1c2cc(OC)c(OC)cc2C(=O)N2CCc3ccccc3C12 (stereo not given)	-2%	10%	3	6	-16%	5%	-5%	i	0%
COC(=O)c1ccccc1N1C(=O)[C@@H]2C(c3ccc(Br)cc3)=NO[C@@H]2C1=O	-8%	34%	0	2	4%	4%	8%	i	-5%
